# Bioassay records deposited in PubChem BioAssay by several laboratories.
# PfHsp40 yeast – rescue of yeast from PfHsp40 toxicity, primary screen, S. cerevisiae, ATP luminescence; 340,000 tested, 0.68% active; S. cerevisiae expressing PfHsp40, growth rescue; growth rescue, % at 12.5 µM; in the data active means growth rescue above about 28%, passing the limit was not always enough; inconclusive means no clear call, values can overlap the other calls;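 further: yeast W303a lacking pdr1 and pdr3 grown in galactose medium; growth measured after three days at 30 °C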
# Anthrax LF prot – Bacillus anthracis LF protease inhibitors, primary screen, biochemical, multiplex microsphere, MLPCN library; Lethal factor (Bacillus anthracis), P15917; multiplex microsphere protease cleavage assay; inhibition, % at 10 µM; 360,000 tested, 0.12% active; AID 588501, 2011; further: plate controls were buffer without enzyme for full effect and enzyme alone for no effect
# Target sequence (P15917 whole entry, looked up): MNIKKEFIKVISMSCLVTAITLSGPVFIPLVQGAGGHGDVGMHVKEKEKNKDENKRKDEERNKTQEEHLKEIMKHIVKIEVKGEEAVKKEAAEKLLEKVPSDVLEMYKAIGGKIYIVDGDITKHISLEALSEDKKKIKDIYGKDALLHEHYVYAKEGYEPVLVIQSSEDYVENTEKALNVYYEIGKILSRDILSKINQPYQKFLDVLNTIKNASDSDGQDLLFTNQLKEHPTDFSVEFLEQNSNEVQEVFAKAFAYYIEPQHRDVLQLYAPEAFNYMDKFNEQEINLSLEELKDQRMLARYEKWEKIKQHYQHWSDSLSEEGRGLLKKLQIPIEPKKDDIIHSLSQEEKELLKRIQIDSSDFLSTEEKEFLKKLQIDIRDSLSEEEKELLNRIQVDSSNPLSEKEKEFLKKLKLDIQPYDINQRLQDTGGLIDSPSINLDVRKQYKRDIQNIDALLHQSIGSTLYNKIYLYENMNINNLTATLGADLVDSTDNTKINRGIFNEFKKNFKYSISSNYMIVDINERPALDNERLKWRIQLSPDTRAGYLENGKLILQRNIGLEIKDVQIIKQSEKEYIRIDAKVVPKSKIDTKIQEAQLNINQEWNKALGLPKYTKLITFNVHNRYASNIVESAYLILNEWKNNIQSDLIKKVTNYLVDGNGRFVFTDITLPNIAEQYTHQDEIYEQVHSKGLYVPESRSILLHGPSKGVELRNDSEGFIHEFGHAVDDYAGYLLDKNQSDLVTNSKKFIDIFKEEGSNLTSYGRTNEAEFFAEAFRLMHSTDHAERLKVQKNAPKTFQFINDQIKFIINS
# BoNT A protease – BoNT/A light chain protease inhibitors, primary screen, biochemical, flow cytometry, MLPCN library. AID 588499, 2011. 360,000 tested, 0.17% active. multiplex microsphere protease substrate cleavage. Botulinum neurotoxin type A light chain protease (Clostridium botulinum A str. ATCC 3502). inhibition, % at 10 µM; further: plate controls were buffer without enzyme for full effect and enzyme alone for no effect
# BH1578 lux ind – inducers of Vibrio cholerae quorum light production without autoinducers, primary screen, BH1578 luxS cqsA deficient, single point; V. cholerae BH1578 lux reporter, luminescence, 6 h; activation, % at 18.7 µM; 350,000 tested, 0.16% active; AID 588436, 2011; in the data active means activation mostly above about 9.7%, no sharp cut-off; inconclusive means no clear call, values can overlap the other calls; inactive means mostly below about 3.7%; further: not every result past the cut was called active; inactives centre near 0; reference of the scale not given here
# DUSP3 inh – VHR1 phosphatase inhibitors, primary screen, biochemical, absorbance, uHTS | Dual specificity protein phosphatase 3 (Homo sapiens), P51452 | recombinant VHR phosphatase, pNPP absorbance | inhibition, % at 13.3 µM | AID 1654, 2009 | 290,000 tested, 0.52% active; in the data active means inhibition above about 50%; further: some compounds called inactive have numbers as strong as hits
# Target sequence (P51452 whole entry, looked up): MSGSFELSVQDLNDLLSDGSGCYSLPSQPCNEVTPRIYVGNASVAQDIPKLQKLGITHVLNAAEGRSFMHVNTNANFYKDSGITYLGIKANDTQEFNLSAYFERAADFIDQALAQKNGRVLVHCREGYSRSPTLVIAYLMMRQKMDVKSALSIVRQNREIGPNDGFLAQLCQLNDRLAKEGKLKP
# SARS 3CLpro inh – SARS-CoV 3CLpro protease inhibitors, primary screen, biochemical, quenched FRET | Replicase polyprotein 1ab (Severe acute respiratory syndrome coronavirus), P0C6X7 | AID 1706, 2009 | recombinant SARS-CoV 3CLpro, quenched FRET peptide cleavage | inhibition, % at 6 µM | 290,000 tested, 0.14% active; in the data active means inhibition above about 12%
# Y pestis TopoI – Yersinia pestis topoisomerase I inhibitors, primary screen, biochemical, cleavage product accumulation, plate reader, single point; Y. pestis Topo-I cleavage product accumulation; activity, % at 10 µM; DNA topoisomerase I (Yersinia pestis CO92); 360,000 tested, 0.064% active; in the data active means activity above about 50%, passing the limit was not always enough; inconclusive means no clear call, values can overlap the other calls; further: inactives centre near 2
# SSB-PriA inh – inhibitors of Klebsiella pneumoniae PriA binding to SSB C-terminal tail, primary screen, biochemical, AlphaScreen; 430,000 tested, 0.6% active; AID 1272365, 2023; PriA–SSB C-terminal tail interaction (Klebsiella pneumoniae); inhibition, % at 33 µM; AlphaScreen SSBct-PriA binding, biotinylated peptide; in the data active means inhibition mostly above about 37%, no sharp cut-off; inactive means mostly below about 20%;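 further: plate controls were negative control peptide for no effect and reference peptide for full effect; strong numbers were not always called active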
# TcdB GH inh – TcdB glycohydrolase inhibitors, primary screen, biochemical, single point, plate reader; Toxin B (Clostridioides difficile), P18177; TcdB glycohydrolase enzymatic assay; inhibition, % at 9.99 µM; 350,000 tested, 0.24% active; AID 652162, 2013; in the data active means inhibition above about 10%
# CCHFV vOTU inh – CCHFV vOTU protease inhibitors, primary screen, biochemical, Pep-AMC substrate, fluorescence; Crimean-Congo hemorrhagic fever virus L polyprotein viral ovarian tumor (vOTU) protease …; inhibition, % at 11.5 µM; 370,000 tested, 0.55% active; AID 651958, 2012; in the data active means inhibition above about 30%; further: 0% = vehicle wells with enzyme and 100% = no enzyme wells
# * = called active by the depositor; i = inactive; ? = inconclusive; . = no result given; & = joins results of further samples. Unless noted, no stated cut-off is given here; in the data, active means inhibition above about 30%; inconclusive means no clear call, values can overlap the other calls; inactive means below that.
SMILES,PfHsp40 yeast,Anthrax LF prot,BoNT A protease,BH1578 lux ind,DUSP3 inh,SARS 3CLpro inh,Y pestis TopoI,SSB-PriA inh,TcdB GH inh,CCHFV vOTU inh
O=C(Oc1ccccc1N1C(=O)C2CC=CCC2C1=O)c1ccc(Br)cc1 (configuration not stated),0.7,0,0.7,i,4,-1,-5,3,.,6
Cc1ccc(/C=C/S(=O)(=O)NCC(=O)OCC(=O)Nc2c(F)cccc2F)cc1,-0.7,-2,-3.7,-5.0,.,.,-2,-4,0.4,-3
O=C(NCc1nc2ccccc2[nH]1)C1=C[C@H](C2CC2)C[C@H](OCCCCO)O1,-0.8,-2,1.1,-11,3,2,6,-15,-6.8&0.3,16
CC(C)(C)c1ccc(S(=O)(=O)NC(=O)C2(C)CCN2C(=O)C2CC2)cc1 (configuration not stated),.,-7,-0.5,-0.4,.,.,1,.,1.4,-6
NS(=O)(=O)c1ccc(CCNC(=O)CCS(=O)(=O)c2ccc(Br)cc2)cc1,-0.3,-3,-1.6,i,2,0,5,-30,0.2,-12
COc1ccc2[nH]c3c(=O)n(Cc4ccc(C(=O)N5CCCC5)cc4)c(=S)[nH]c3c2c1,-0.4,-3,-0.4,i,8,-1,0,1,1.3,-4
O=c1[nH]c(N/N=C/c2ccccc2Br)nnc1-c1ccccc1,-0.1,2,-0.3,-0.6,7,6,3,.,.,-5
COC(=O)c1ccc2nc(-c3ccc(C)cc3)c(Cc3cccc(F)c3)n2c1,.,-4,0.3,.,.,.,.,.,1.5,-5
CS(=O)Cc1cc(Oc2ccccc2)nc(-c2ccncc2)n1 (configuration not stated),0.8,-3,0.1,-0.4,16,-2,10,-5,2.2,2
CCN(C(=O)COC(=O)c1cnc(C)cn1)c1c(N)n(Cc2ccccc2)c(=O)[nH]c1=O,-0.9,0,2.5,-2.0,.,.,-3,-17,0.8,-4
COc1ccccc1-c1csc(C(O)c2ccccc2)n1 (configuration not stated),.,0,0.5,4.5,.,.,19,.,0.2,-1
Cc1nc(C(=O)NC2CCOCC2)sc1C1(C)CC(c2cccc([N+](=O)[O-])c2)=NO1 (configuration not stated),13,-1,0.1,i,19,.,16,-6,1.1,-7
CCOC(=O)c1ccc(NC(=O)c2nc[nH]c2C(=O)N2CCN(c3ccccc3)CC2)cc1,-0.2,2,-0.1,i,-9,.,0,-12,-12,6
COc1ccc(N(CC(=O)Nc2ccc3c(c2)OCCO3)S(=O)(=O)c2cccc(C)c2)cc1,2.4,-1,-1.6,i,.,.,-5,-13,0.6,-2
CCCCCCCCNC(=O)c1cccnc1SCC(=O)Nc1ccc(OC)cc1OC,-0.9,-1,-0.7,-0.3,13,-3,0,7,.,-5
O=S(=O)(Cc1ccccc1)CS(=O)(=O)Cc1ccccc1,-0.5,-4,0.8,0.8,.,.,4,-10,7.0,8
CCCCCc1n[nH]c2c1CCCC2,-1.7,-25,?,-0.6,2,2,5,-9,0.4,9
Cc1ccc(C(=O)CN(C(=O)c2ccc(Cl)c(Cl)c2)N2C(=O)C3C4C=CC(C4)C3C2=O)cc1 (configuration not stated),-1.5,-1,-0.9,i,-22,-2,3,0,-0.5,3
COCCS(=O)(=O)N(Cc1ccc(Br)cc1)[C@@H](C)C(=O)OC,0.1,-6,-0.5,-1.5,.,.,-15,-3,0.1,-7
Cc1ccc(OCCC(=O)Nc2ccc(S(=O)(=O)Nc3cc(C)nc(C)n3)cc2)cc1,0.0,2,-1.9,-0.7,.,.,-1,-1,1.0,-3
O=C(O)CCCC(=O)NNc1nc(-c2ccccc2)c2cc(Cl)ccc2n1,1.0,5,-1.9,2.1,0,1,3,-16,-0.4,6
CCOP(=O)(C#CC(C)(C)C)C1(O)CCCCC1 (configuration not stated),0.2,0,0.7,-0.8,-8,3,-4,-3,.,0
CCOC(=O)COc1ccc(Br)cc1/C=C/c1[nH]c(=O)[nH]c(=O)c1[N+](=O)[O-],0.9,-1,0.8,-0.9,-5,0,11,-17,-0.3,6
CC(C)OCCCN1C=C2C(=O)C(C)(OC(=O)CCc3ccccc3)C(=O)C=C2C=C1c1ccc(C#N)cc1 (configuration not stated),.,.,.,.,19,.,.,-4,0.9,-5
CCOc1ccc2[nH]c(=O)c(CN(Cc3ccco3)C(=O)c3cccc(F)c3)cc2c1,0.4,-6,-0.6,-0.8,-13,-7,40,-15,.,.

# Whole records, looked up by structure. Screens in order: PfHsp40 yeast | Anthrax LF prot | BoNT A protease | BH1578 lux ind | DUSP3 inh | SARS 3CLpro inh | Y pestis TopoI | SSB-PriA inh | TcdB GH inh | CCHFV vOTU inh
# CS(=O)Cc1cc(Oc2ccccc2)nc(-c2ccncc2)n1 (configuration not stated) across the screens: 0.8 | -3 | 0.1 | -0.4 | 16 | -2 | 10 | -5 | 2.2 | 2
# CC(C)OCCCN1C=C2C(=O)C(C)(OC(=O)CCc3ccccc3)C(=O)C=C2C=C1c1ccc(C#N)cc1 (configuration not stated) across the screens: . | . | . | . | 19 | . | . | -4 | 0.9 | -5
# O=C(NCc1nc2ccccc2[nH]1)C1=C[C@H](C2CC2)C[C@H](OCCCCO)O1 across the screens: -0.8 | -2 | 1.1 | -11 | 3 | 2 | 6 | -15 | -6.8&0.3 | 16
# CCOC(=O)c1ccc(NC(=O)c2nc[nH]c2C(=O)N2CCN(c3ccccc3)CC2)cc1 across the screens: -0.2 | 2 | -0.1 | i | -9 | . | 0 | -12 | -12 | 6
# COCCS(=O)(=O)N(Cc1ccc(Br)cc1)[C@@H](C)C(=O)OC across the screens: 0.1 | -6 | -0.5 | -1.5 | . | . | -15 | -3 | 0.1 | -7

# The list continues:
SMILES,PfHsp40 yeast,Anthrax LF prot,BoNT A protease,BH1578 lux ind,DUSP3 inh,SARS 3CLpro inh,Y pestis TopoI,SSB-PriA inh,TcdB GH inh,CCHFV vOTU inh
C[C@H]1CN(c2ccccc2)C(=O)[C@@H]1CC(=O)Nc1ccccc1,.,3,-0.2,-0.3,.,.,1,.,-6.0,-1
CN1CCN(S(=O)(=O)c2ccc3c(c2)CC(=O)N3C)CC1,-0.2,-3,-1.9,i,4,-1,10,-16,2.2,6
C=C1CC(Cn2cc(Br)c(=O)[nH]c2=O)(c2ccc(-c3ccccc3)cc2)OC1=O (configuration not stated),3.6,8,0.1,i,.,.,14,-3,5.5,13
CCN(CC)CCOC(=O)C1(c2ccc([N+](=O)[O-])cc2)CCCC1,-1.6,-3,-0.2,3.0,.,.,-6,4,0.9,13
Cc1nnsc1NC(=O)OCc1ccccc1Cl,0.8,.,.,1.1,-1,2,-10,-12,.,12
CCOC(=O)c1cc(C(C)=O)c(=O)[nH]c1C,-0.5,-1,0.6,i,9,4,-2,-5,0.9,4
CC(=O)Oc1ccc(-c2cccc(C(=O)OCC(=O)N(C)c3ccccc3)c2)cc1,10,-3,-0.4,0.1,18,6,1,-5,1.4,2
Cc1ccccc1N(CC(=O)N1CCc2ccccc2C1)S(C)(=O)=O,-1.2,0,-0.5,-0.2,0,-1,3,2,1.2,-21
CC(C)C(=O)N1CCN(c2ccc(NC(=O)c3ccc(Br)o3)cc2)CC1,0.4,2,0.4,i,-2,-1,12,-10,.,1
COc1ccc(C(=O)NC2CC2)cc1OC1CCN(Cc2cnn(C)c2C)CC1,0.4,4,0.8,-0.3,0,-2,2,-5,3.0,10
CCOC(=O)c1c(N)nn(C(=O)C(C)C)c1-c1ccccc1,-0.8,-1,-0.4,i,23,-1,17,-8,.,0
Cc1ccc(-n2c(Cc3cccn3C)nnc2SCC(=O)Nc2ccc3c(c2)OCO3)cc1,-0.2,-1,-0.7,-0.4,28,14*,10,39*,0.0,0
Cc1cc(C)c(C#N)c(SCc2ccccc2F)n1,-1.3,4,0.2,-0.3,23,0,0,0,1.4,-5
CC(Cl)=CCn1c(NCCc2ccccc2)nc2c1c(=O)n(C)c(=O)n2C,.,-6,-0.2,i,.,.,-3,.,-0.1,1
COc1ccc(-c2cc(NC=O)c3ncc(-c4cnn(C)c4)n3c2)cc1,.,-4,0.6,0.9,.,.,0,.,-4.3,12
O=C(c1ccccc1Oc1ccc([N+](=O)[O-])cc1)N1CCOCC1,1.1,7,9.8,i,26,-2,10,-4,-0.7,-6
COC(=O)c1nn(Cc2ccccc2)c(=O)c2ccccc12,-0.3,3,3.0,-0.2,-1,0,10,-24,.,4
CC(C)CNC(=O)NC(=O)COC(=O)c1cc(F)cc(F)c1,0.5,-2,-1.6,-0.4,-2,1,-1,1,0.0,-6
CCCC(c1nnnn1CCOC)N1CCN(c2nc3ccccc3s2)CC1 (configuration not stated),0.1,-3,-0.1,0.1,16,5,-7,-1,-0.3,9
O=C(NC(=S)NC1CCC(O)CC1)c1ccco1 (configuration not stated),0.9,-5,-0.5,i,.,.,2,-14,0.4,-1
CC1CN(c2oc(COc3ccc(Cl)cc3Cl)nc2C#N)CC(C)O1 (configuration not stated),2.2,-10,-0.9,i,18,3,20,43*,.,12
COCCCC/C(=N\OCCN)c1ccc(C(F)(F)F)cc1,-0.2&0.2&-0.7&0.4&7.1,-2&-4&-2&-11&-18,-0.8&-0.2&-0.1&-1.7&-3.0,-0.3&-0.2,32&21&3,-7&1,-5&-2&-5&8&-2,i,2.1&0.4&0.3&0.0,1&3&4&-6
CCOC(=O)C(Cc1ccc(NC(=O)/C(=C\c2ccccc2)NC(=O)c2ccccc2)cc1)N1C(=O)c2ccccc2C1=O (configuration not stated),0.3,0,0.2,i,-4,7,7,2,.,-4
COc1ccc(-c2cc(=NCC(=O)O)c3ccccc3o2)cc1,-2.0,-1,-6.6,-0.5,.,-1,-15,0,.,.
CC(C)N(Cc1ccccc1)C(=O)COC(=O)c1ccc2c(c1)OCCO2,1.9,-3,-0.4,i,-28,7,14,2,.,15

# Additional results follow:
SMILES,PfHsp40 yeast,Anthrax LF prot,BoNT A protease,BH1578 lux ind,DUSP3 inh,SARS 3CLpro inh,Y pestis TopoI,SSB-PriA inh,TcdB GH inh,CCHFV vOTU inh
COc1cc(C(=O)N(Cc2ccccc2)c2cccc(C)c2)ccc1OC(F)F,8.9,-1,17,-0.2,4,-2,47,-10,-0.3,9
O=C(COc1ccc(C(=O)NCCN2CCOCC2)cc1)Nc1cccc(C(F)(F)F)c1,0.3,-6,7.0,i,.,.,2,2,1.2,-2
O=C(NCCCNC(=O)c1c(Cl)cccc1Cl)c1c(Cl)cccc1Cl,-1.7,-3,-0.1,-0.6,.,.,5,-5,0.4,-9
Cc1ccccc1S(=O)(=O)Cc1ccc(C(=O)NCCCN2CCC(C)CC2)o1,2.5,-1,-0.4,i,57*,-2,1,-12,1.6,2
Brc1ccc(-c2csc3ncnc(-n4nnc5ccccc54)c23)cc1,0.5,-3,0.1,i,1,0,4,-15,.,-15
COc1ccc(-n2nc(C(=O)NCC(=O)NCC3COc4ccccc4O3)c3ccccc3c2=O)c(OC)c1 (configuration not stated),0.6,-4,0.2,i,18,3,2,-2,-0.6,6

# This is a subset. The share of hits here may be higher or lower than overall.
